Screening results deposited in PubChem by The Scripps Research Institute Molecular Screening Center.
MITF inh: inhibitors of human MITF | AID 1259374 | 0.91% of 650,000 active | AlphaScreen MITF homodimerization, bead proximity signal | inhibition, % at 2.6 µM | O75030; in the data active = inhibition above about 50%;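 note: 0% = vehicle wells with protein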
Target sequence (O75030 whole entry, looked up): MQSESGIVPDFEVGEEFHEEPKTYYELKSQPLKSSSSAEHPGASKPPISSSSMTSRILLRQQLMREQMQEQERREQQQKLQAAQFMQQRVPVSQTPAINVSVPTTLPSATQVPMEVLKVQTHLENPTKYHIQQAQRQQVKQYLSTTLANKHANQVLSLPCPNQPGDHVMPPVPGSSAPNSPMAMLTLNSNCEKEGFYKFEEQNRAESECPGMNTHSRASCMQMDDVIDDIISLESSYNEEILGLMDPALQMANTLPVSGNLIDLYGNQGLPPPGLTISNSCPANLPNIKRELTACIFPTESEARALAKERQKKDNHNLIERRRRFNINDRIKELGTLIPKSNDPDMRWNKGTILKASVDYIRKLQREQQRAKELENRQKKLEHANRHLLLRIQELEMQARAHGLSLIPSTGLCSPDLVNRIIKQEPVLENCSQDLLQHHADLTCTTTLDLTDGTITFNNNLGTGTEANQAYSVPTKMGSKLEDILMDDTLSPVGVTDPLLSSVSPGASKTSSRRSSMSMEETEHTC
TEAD-YAP inh: TEAD-YAP interaction inhibition; 1.4% of 640,000 active; AID 1259422; inhibition, % at 9.12 µM; HEK-TIYL cells, TEAD-Gal4/YAP UAS-luciferase luminescence; in the data active = inhibition above about 32%;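 note: 0% = median of test compound wells and 100% = reference inhibitor wells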
FBW7 activator: human FBW7 E3 ligase activation, primary screen; Q969H0; AlphaScreen FBW7–phospho-cyclin E peptide binding, activator screen; normalized activity (activation), % at 26.1 µM; 0.13% of 650,000 active; AID 1259310; in the data active = normalized activity above about 1.9%;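 note: purified mutant Fbw7 with reduced substrate affinity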
GPR151 ag: activators of human GPR151. AID 1508602. activation, % at 11.2 µM. Q8TDV0. PathHunter beta-arrestin GPR151 cells, luminescence. 1% of 650,000 active; in the data active = activation above about 4.9%;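 note: 0% = median of compound wells and 100% = cells with positive control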
Target sequence (Q8TDV0 whole entry, looked up): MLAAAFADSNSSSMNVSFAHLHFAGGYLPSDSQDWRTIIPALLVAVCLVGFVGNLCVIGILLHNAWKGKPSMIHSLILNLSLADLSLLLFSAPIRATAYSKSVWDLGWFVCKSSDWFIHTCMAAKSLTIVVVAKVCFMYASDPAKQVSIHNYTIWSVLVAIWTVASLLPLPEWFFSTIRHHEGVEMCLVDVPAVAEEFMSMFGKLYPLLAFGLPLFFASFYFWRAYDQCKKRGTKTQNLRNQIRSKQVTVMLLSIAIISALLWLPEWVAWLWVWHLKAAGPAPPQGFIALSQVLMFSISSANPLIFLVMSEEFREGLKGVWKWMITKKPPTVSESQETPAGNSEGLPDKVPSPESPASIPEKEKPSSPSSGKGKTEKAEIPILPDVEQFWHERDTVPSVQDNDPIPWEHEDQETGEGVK
The depositor's hits bear a star.

Below each SMILES – MITF inh, TEAD-YAP inh, FBW7 activator, GPR151 ag
1	O=C(c1cccc(Nc2nccc(-c3ccc4nc(C5CC5)[nH]c(=O)c4c3)n2)c1)N1CCCC1
  21, -21, 0.7, -2.8
2	COCc1cc(C)nc(SCC(=O)Nc2c(Cl)cccc2Cl)c1C#N
  11, 4, 0.4, -0.2
3	Nc1ccc(C(=O)OCC(=O)c2ccc(NC(=O)c3ccccc3)cc2)cc1
  0, -10, -0.1, -1.3
4	CC(C)n1c(N2CCN(CC(=O)NCc3cccs3)CC2)nc2ccccc21
  11, -11, 0.1, -0.1
5	CC(=O)NC(NCCc1ccccc1)C(Cl)(Cl)Cl (stereo unspecified)
  -10, -3, -0.3, -0.2
6	COC(=O)N[C@H]1C[C@H]2C(=O)N[C@H](C)C(=O)N2C1
  -7, 12, 0.0, 0.2
7	O=C(CSc1nc2ccccc2c(=O)n1CC1CCCO1)NCC1CCCO1 (stereo unspecified)
  2, 5, 0.1, -0.8
8	COc1ccc(CCNc2ccnc(-c3cccs3)n2)cc1
  3, -4, -0.2, -1.5
9	Cc1ccc(NC(=O)Cc2ccc(F)cc2)c([N+](=O)[O-])c1
  8, 2, -0.5, -2.4
10	CCCCN1C(=O)S/C(=C\c2cc(Cl)c(O)c(OC)c2)C1=O
  3, -2, -0.2, 0.3
11	CC[C@]1(O)C[C@H]2CN(CCc3c([nH]c4ccccc34)[C@H](C)[C@H]2c2cc3c(cc2OC)N(C=O)[C@H]2[C@@](O)(C(=O)OC)[C@H](C)[C@]4(CC)C=CCN5CC[C@]32[C@@H]54)C1
  4, 56*, 0.0, 2.4
12	COc1ccc(S(=O)(=O)Nc2ccc(S(=O)(=O)N3CCCCC3)cc2)cc1C
  16, 1, 0.8, -0.6
13	O=C(O)CCC(=O)Nc1ccc2c(c1)COC2=O
  0, -13, -0.1, 2.3
14	CCOC(=O)c1ccc(N2C(=O)c3ccc(Br)cc3C2=O)cc1
  -1, -4, 0.1, 0.2
15	O=C(Nc1nn2cnnc2s1)C1CCCCC1
  0, 2, -0.1, 0.0
16	COc1ccc(NC(=S)Nc2ccc(F)cc2)cn1
  -1, 2, 0.4, -1.4
17	O=c1ccc2cc(S(=O)(=O)NCc3ccc(Cl)cc3)ccc2[nH]1
  -12, -6, 0.0, -0.3
18	Cc1cc(-c2cnc(C)nc2C2CCCN(Cc3cscn3)C2)on1 (stereo unspecified)
  18, 9, -0.1, 0.4
19	CC(Cc1ccc(F)cc1)N1CCC(=O)N(CCN2CCCC2)CC1 (stereo unspecified)
  -7, -9, -0.1, 2.4
20	Cc1cc(C)c(OCC(=O)N/N=C/c2ccccc2)c(C)c1
  6, 0, 0.4, -1.6

Reprinted from the part before: 3 compounds; new compounds follow.
Below each SMILES – MITF inh, TEAD-YAP inh, FBW7 activator, GPR151 ag
18	Cc1cc(-c2cnc(C)nc2C2CCCN(Cc3cscn3)C2)on1 (stereo unspecified)
  18, 9, -0.1, 0.4
19	CC(Cc1ccc(F)cc1)N1CCC(=O)N(CCN2CCCC2)CC1 (stereo unspecified)
  -7, -9, -0.1, 2.4
20	Cc1cc(C)c(OCC(=O)N/N=C/c2ccccc2)c(C)c1
  6, 0, 0.4, -1.6
21	Cc1cc(C)nc(NC2=NCC(=O)N2c2ccc(Oc3ccccc3)cc2)n1
  6, -3, 0.0, 0.2
22	C/C(=N\NC(=O)c1cc2c(s1)CCCC2)c1ccccc1O
  -11, -14, 0.0, -0.4
23	Oc1ccc(Br)c(C(Nc2ccccn2)c2ccc3cccnc3c2O)c1 (stereo unspecified)
  12, 85*, -0.3, -0.4
24	COc1ccc(/C=C(/C#N)C(=O)Nc2sc3c(c2C(N)=O)CCCC3)cc1
  -6, 5, -0.1, 3.9
25	COc1ccc(/C=C(\C#N)C(=O)OCC(=O)N2CCCCCC2)cc1
  -5, -4, -0.1, -0.8
26	O=C(NO)c1cc(-c2ccccc2)nn1-c1ccccc1
  8, 4, 0.8, -0.4
27	Cc1ccc(N(CC(=O)N2CCCCCC2)S(=O)(=O)c2c(C)noc2C)cc1
  2, -2, -0.3, 2.3
28	O=C(Nn1c(Cc2ccccc2)nc2ccccc2c1=O)c1c(O)c2cccc3c2n(c1=O)CCC3
  7, 4, 0.5, -0.4
29	COc1ccc(OC)c(CNc2ncnc3c2nc2n3CCCCC2)c1
  -3, -18, 0.0, 0.0
30	CCOc1cc(C2C(C(=O)OCCSCC)=C(C)NC3=C2C(=O)C(C(=O)OC)C(C)C3)cc(Br)c1O (stereo unspecified)
  3, -3, 0.0, -0.6
31	CN(c1ccccc1)c1ncnc(N)c1[N+](=O)[O-]
  -5, 21, 0.1, 0.6
32	CCCCCC12CCC(c3ccc(-c4ccc(CCC)cn4)cc3)(CC1)CC2
  14, -3, 0.0, -1.4
33	Cc1ccc(NC(=O)c2ccccc2Br)cc1
  9, -69, -0.1, -0.9
34	COc1ccc2nc(SCC(=O)Nc3ccc(Oc4ccccc4)cc3)n(S(=O)(=O)c3ccc(Br)cc3)c2c1
  12, -3, 0.1, -1.1
35	CCOC(=O)c1sc(NC(=O)CSc2nnc(CNC(=O)c3ccc([N+](=O)[O-])cc3)n2C)c(C(=O)OCC)c1C
  17, -17, 0.2, 1.3
36	COc1cc(/C=N/n2cnnc2)ccc1OCc1ccc(C)cc1
  11, -63, 0.2, 1.3
37	CC(C)NC(=O)c1ccc2c(c1)N(CC(=O)Nc1ccccc1F)C(=O)C(C)(C)O2
  9, -14, 0.4, 1.4
38	O=C(NCc1ccc(F)cc1)C(F)(F)C(F)(F)C(=O)NCc1ccc(F)cc1
  0, 1, 0.0, -0.9
39	Cc1ccc2c(c1)sc(=NC(=O)c1cc3c(ccc4ccccc43)oc1=O)n2C
  0, 14, -0.1, 0.3
40	COc1ccc(Cl)cc1NC(=O)CNS(=O)(=O)c1ccccc1
  10, -6, 0.9, -2.6

(listing goes on)
Below each SMILES – MITF inh, TEAD-YAP inh, FBW7 activator, GPR151 ag
41	CCCn1c(=O)c2cc(F)ccc2n2c(SCC(=O)NCc3ccc(C)cc3)nnc12
  -8, 16, 0.0, 0.4
42	Cc1cc(/C=C2\NC(=O)N(c3ccccc3)C2=O)c(C)n1-c1ccc([N+](=O)[O-])cc1
  -14, -3, -0.1, -1.7
43	O=C(CSc1nnc(Cc2ccccc2)o1)N1CCCC1
  11, 8, -0.1, 0.1
44	COC(=O)CN1C(=O)S/C(=C/c2ccc(Cl)c(Cl)c2)C1=O
  5, 1, 0.1, -0.5
45	CN(C)CCNc1ccc(-c2ccccc2)cn1
  6, 7, -0.2, 1.0
46	Cc1cc(C(=O)N2CCOCC2)n(-c2ccccc2)n1
  -2, 0, 0.3, -0.8
47	Cc1cc([N+](=O)[O-])nn1CCCC(=O)Nc1cc(Cl)ccc1O
  15, 4, 0.0, 0.8
48	O=C(Nc1ccc2[nH]c(=O)[nH]c2c1)c1ccc([N+](=O)[O-])o1
  -1, 20, -0.2, -0.8
49	CCS(=O)(=O)NCC(c1cccnc1)N1CCN(c2ccc(F)cc2)CC1 (stereo unspecified)
  19, -3, 0.2, -0.7
50	COc1cc(NC(=O)C(Cl)(Cl)Cl)ccc1NC(=O)c1cc2ccccc2o1
  10, 0, 0.3, 4.5
51	Nc1c(C(=O)c2ccc(Cl)cc2)sc2nc(-c3ccccc3)ccc12
  0, -1, -0.2, -0.9
52	C=CCOC(=O)C1=C(C)NC(SCC(N)=O)=C(C#N)C1c1ccc(Cl)cc1 (stereo unspecified)
  5, -1, 0.0, 0.8
53	Cc1cc(C)cc(-n2cnc3cc(C(=O)NCc4ccc(F)cc4)ccc32)c1
  15, 3, 0.0, -1.2
54	CSc1ccc2nc(Nc3nnc(-c4ccco4)o3)sc2c1
  -3, 1, 0.2, 1.3
55	CCCc1nc2ccc([N+](=O)[O-])cc2c(=O)n1Cc1ccccc1
  13, -2, 0.0, -0.4
56	Cc1cc(C)cc(NC(=O)Cn2c(=O)oc3cc(S(=O)(=O)NC4CCCC4)ccc32)c1
  7, 1, 0.0, -0.2
57	Cc1csc(N/N=C/c2ccc(C(F)(F)F)cc2)n1
  10, 1, 0.1, -1.2
58	COc1ccc(NC(=O)c2ccc3c(=O)n(Cc4ccccc4)c(SCc4cccc([N+](=O)[O-])c4)nc3c2)cc1OC
  -3, 6, 0.0, 0.4
59	Cc1[nH]ncc1-c1ccc(NC(=O)C2COc3ccccc3C2)cc1 (stereo unspecified)
  -6, 41*, 0.0, 2.5
60	Cc1ccc(NC(=O)c2cc(C)on2)cc1
  -2, -74, -0.1, -1.1

Values in list order from the list:
TEAD-YAP inh, entries 43–53 → 8, 1, 7, 0, 4, 20, -3, 0, -1, -1, 3
MITF inh, entries 43–53 → 11, 5, 6, -2, 15, -1, 19, 10, 0, 5, 15
FBW7 activator, entries 43–53 → -0.1, 0.1, -0.2, 0.3, 0.0, -0.2, 0.2, 0.3, -0.2, 0.0, 0.0

More results follow:
Below each SMILES – MITF inh, TEAD-YAP inh, FBW7 activator, GPR151 ag
61	Cc1cc2cc(CNC(=O)COc3ccc4ccccc4c3)ccc2n1C
  9, 5, 0.5, 2.3
62	COCCNC(=O)c1nn2c(c1Cl)NC(c1cccs1)CC2C(F)(F)F (stereo unspecified)
  -1, -4, 0.0, 0.3
63	N#Cc1ccc(Cn2cc(C(F)(F)F)ccc2=O)cc1
  2, 14, 0.0, 1.9
64	O=C(Nc1ccc2oc(-c3ccncc3)nc2c1)C1CCCCC1
  11, 4, 0.2, -1.5
65	CCOC(=O)c1ccc(S(=O)(=O)Nc2ccccc2Br)cc1
  8, 3, 0.1, 1.6
66	C/C(=C\c1ccccc1)c1nc2ccc([N+](=O)[O-])cc2[nH]1
  5, -53, -0.1, 1.2
67	CCOC(=O)N1CCN(S(=O)(=O)c2ccc(C(=O)Nc3nc(-c4ccc(Cl)s4)cs3)cc2)CC1
  18, -6, 0.2, -1.4
68	O=C(Nc1ccc(F)c(F)c1)c1cnccn1
  10, 0, 0.0, 2.3
69	CC(C)Nc1nc(Cl)nc(NNC(=O)C(C)Oc2ccccc2)n1 (stereo unspecified)
  15, -2, 0.7, -0.4
70	CC1CN(Cc2ccc(Cl)cc2Cl)CC(C)O1 (stereo unspecified)
  47, -1, -0.1, 1.4
71	O=C(Nn1c(Cc2cccs2)nc2cc(Cl)ccc2c1=O)c1ccco1
  -19, -8, 0.0, -0.6
72	COCCCN1C(=O)C(=O)/C(=C(\O)c2ccc(C)cc2)C1c1ccc(O)c(OC)c1 (stereo unspecified)
  9, -2, 0.4, 0.5
73	CCOc1ccc(Nc2ncnc3c2cnn3-c2ccccc2)cc1
  10, 3, -0.2, -0.2
74	O=C1COc2cc(-c3c(NC4CCCCCC4)c(=O)c3=O)ccc2N1
  4, -14, -0.1, 0.7
75	CC(C)C(c1nnnn1C1CCCCC1)N1CCC(C(N)=O)CC1 (stereo unspecified)
  4, 9, -0.2, 0.7
76	Cc1cc(=O)[nH]c(SCC(=O)N(c2ccccc2)c2ccccc2)n1
  0, -7, -0.1, 3.2
77	COc1cccc(C(=O)N(Cc2cc3ccccc3[nH]c2=O)CC2CCCO2)c1 (stereo unspecified)
  -5, -6, -0.1, 2.6
78	CCOC(=O)C1C(=O)NC(SCC(=O)Nc2ccc(Br)cc2)=C(C#N)C1c1ccccc1OCC (stereo unspecified)
  -11, -6, -0.1, 8.5*
79	CCNC(=O)c1ccc(NS(C)(=O)=O)cc1
  16, 11, 0.2, 0.8
80	CC(C)=C1C2C=CC1C1C(=O)N(c3ccccc3)C(=O)C21 (stereo unspecified)
  4, -6, 0.1, -0.8

Continued.
Below each SMILES – MITF inh, TEAD-YAP inh, FBW7 activator, GPR151 ag
81	c1cn(-c2ccc(Nc3nc(Nc4ccc(N5CCOCC5)cc4)c4[nH]cnc4n3)cc2)cn1
  5, 51*, -0.1, 1.1
82	COc1ccc(/C=C(\C#N)C(=O)OCC(=O)N2CCCC2)cc1
  -13, -2, -0.1, -1.5
83	CCC(C)c1ccc(NC(=S)N2CCN(S(C)(=O)=O)CC2)cc1 (stereo unspecified)
  19, 13, -0.2, 3.1
84	O=C(CCCN1CCCCCC1)c1cn(-c2ccc(Cl)cc2)c(=O)c2ccccc12
  -9, 0, -0.2, -0.8
85	c1ccc(C(c2ccccc2)N2CCN(c3ncnc4c3cnn4-c3ccccc3)CC2)cc1
  -12, 12, 0.0, 1.1
86	COc1ccccc1CNCc1c(C(=O)O)c(C)n(Cc2ccc(F)cc2)c1C
  13, 16, 0.9, -1.9
87	CCCn1c(=O)c2ccccc2n2c(SCC(=O)N3CCC(C)CC3)nnc12
  6, 10, -0.1, -0.6
88	COc1cc(C(=O)OCc2ccccc2Cl)c([N+](=O)[O-])cc1OC
  0, -5, 0.1, -0.1
89	COc1cc(-c2c(C#N)c(N)n3c(nc4ccccc43)c2C#N)c(Cl)cc1O
  -5, -1, 0.6, 2.8
90	Cc1cc(C(F)(F)F)nn1CC(=O)Nc1cc(C(F)(F)F)ccc1Cl
  2, -4, 0.0, -0.8
91	O=C(c1cc2c(s1)-c1ccccc1SC2)N1CCN(c2ncccn2)CC1
  16, -4, 0.1, 0.0
